# Screens: PubChem BioAssay, National Center for Advancing Translational Sciences (NCATS)
# uPA surface inh = inhibitors of cell surface uPA generation | 330,000 tested, 0.31% active | cell surface uPA generation assay, qHTS | Potency, µM (highest dose often 38.3 µM), for the others: top-dose activity change, negative = inhibition, most hits filed as inhibitors; active = well fitted inhibition curve with a large enough effect; inconclusive = small, poorly fitted or top-dose-only effect; inactive = no such curve, though single readings can be large or run the other way; tested in mouse RAW 264.7 cells; note: potency is the fitted concentration of half-maximal effect; nearly all actives have a fitted effect of over 55% in size
# GALK inh = inhibitors of human galactokinase | Potency, µM (series often up to 57.5 µM), without a hit: at the top dose activity change, negative = inhibition, actives largely listed as inhibitors | P51570 | AID 1868 | 270,000 tested, 0.007% active | Purified GALK, Kinase-Glo residual ATP luminescence; note: potency is the fitted concentration of half-maximal effect
# Target sequence (P51570 whole entry, looked up): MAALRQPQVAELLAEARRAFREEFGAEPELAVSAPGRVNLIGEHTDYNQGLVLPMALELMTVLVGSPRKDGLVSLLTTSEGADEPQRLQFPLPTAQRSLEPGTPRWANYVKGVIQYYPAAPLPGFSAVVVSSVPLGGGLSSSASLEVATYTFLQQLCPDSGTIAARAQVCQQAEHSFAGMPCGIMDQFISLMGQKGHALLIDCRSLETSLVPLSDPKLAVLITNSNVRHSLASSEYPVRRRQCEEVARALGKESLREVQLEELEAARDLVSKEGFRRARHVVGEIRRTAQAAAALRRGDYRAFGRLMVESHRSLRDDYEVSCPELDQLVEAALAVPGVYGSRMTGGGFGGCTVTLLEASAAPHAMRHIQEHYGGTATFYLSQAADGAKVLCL
#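 ATP-depletion format; final 35 uM ATP, 100 uM D-galactose, 5 nM enzyme; pH 8.0 HEPES/Mg2+ buffer; 60 min RT; luminescence read 10 min after detection reagent.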
# Chronic BCR inh = chronic active BCR signaling inhibition; Potency, µM (series often up to 46.1 µM), for inactives: top-dose ratio change, negative = lower green/red ratio, most hits filed as inhibitors; 340,000 tested, 0.05% active; ABC-DLBCL IkBa-CBG/CBR reporter, luminescence ratio, 4 h; active = well fitted inhibition curve with a large enough effect in the signal ratio, with a control signal flat, not every such curve was filed as active; inconclusive = small, poorly fitted or top-dose-only effect, or effect the other way, or a change in a side signal; the % refers to the signal ratio;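 note: potency is the fitted concentration of half-maximal effect; plate controls were basal doxycycline-induced cells for no effect and cells given 10 µM MG132 for full effect; MG132 reads +100%, hits lower the ratio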
#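 Compounds up to 46 uM were incubated four hours with TMD8 cells whose green CBG68 luciferase is fused to IkappaBalpha; red CBR luminescence normalised the signal, and concentration-effect curves were fitted to fusion, red and ratio data.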
# USP2a inh = inhibitors of human ubiquitin-specific protease USP2a; O75604; USP2 core, Ub-CHOP2 coupled fluorogenic reporter, 485/531; Potency, µM (titrated, usually from 38.3 µM), inactives show at the top dose activity change, negative = inhibition, most hits filed as inhibitors; 330,000 tested, 0.01% active;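 note: potency is the fitted concentration of half-maximal effect; plate controls were DMSO wells for no effect and full inhibition by NEM control for full effect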
#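 Cell-free coupled assay: 10nM USP2 core preincubated 30min RT with compound in Tris-HCl pH 8.0/CaCl2/CHAPS buffer, then 25nM Ub-CHOP2 and 25nM reporter substrate; fluorescence (Ex 485/Em 531) read after 60min RT, normalized to NEM inhibition, concentration-response curves fitted.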
# Coupling enz = counter-screen for Giardia aldolase inhibitors: coupling enzyme system. coupling enzyme system counterscreen, AmpLite Red fluorescence. activity change, negative = inhibition, % at 58.2 µM, hits read low. 290,000 tested, 0.67% active. AID 2472; in the data active = activity change below about -30%
#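 Counterscreen of the coupled detection system alone, without aldolase: glyceraldehyde-3-phosphate coupling enzymes plus AmpLite Red readout. Compounds at 57.5 uM final, 10 min RT preincubation, 20 min RT reaction, fluorescence 525/598 nm.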
# Giardia killer = Giardia lamblia killing. Giardia lamblia trophozoite viability. activity change, % at 7.66 µM, hits read low. 340,000 tested, 0.15% active; in the data active = activity change below about -80%; inconclusive = between about -30% and that limit;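 note: parasites exposed to compound for two days anaerobically before the ATP read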
#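 Luminescent ATP signal served as the viability read-out, measured 15-30 min after adding ATP detection reagent to trophozoites that had been incubated with compounds for 48 hrs at 37 deg C anaerobically at 100 cells/well.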
# KCNH2 3.1 block = KCNH2 3.1 (human) potassium channel inhibition | U2OS KCNH2 3.1, thallium flux FluxOr; active compounds read low | activity change, % (tested at about 1.8 µM) | 340,000 tested, 0.95% active | AID 720553;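 active = maximum activity change below -70%; inconclusive = maximum activity change from -70% to -50%; inactive = maximum activity change above -50%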;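 note: thallium influx rate constant from kinetic fluorescence after stimulation buffer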
#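 Measured as rate of thallium-driven FluxOr signal in transduced U2OS cells carrying the 3.1 channel, read kinetically for 2 min upon stimulation; values are rate constants scaled to DMSO control wells.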
# Eya2 phos inh = blocks the phosphatase activity of human Eya2; Potency, µM (highest dose often 76.9 µM), without a hit: top-dose activity, negative = inhibition, most hits filed as inhibitors; O00167; recombinant Eya2, OMFP fluorescence dephosphorylation (OMFP is methylfluorescein phosphate); 330,000 tested, 0.006% active; note: potency is the fitted concentration of half-maximal effect
#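 Eya2 (0.2 uM) preincubated 10 min at ambient with compound, then OMFP substrate added at 50 uM; 10 min reaction in 50 mM HEPES pH 7.5, 50 mM NaCl, 5 uM MgCl2, 0.05% BSA, 1 mM DTT. Fluorescence read at Ex 485/Em 525 nm.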
# hERG WT inh = KCNH2 (human, wildtype) channel inhibition; activity change, % at 1.84 µM; Q12809; AID 720551; U2OS, BacMam KCNH2, thallium flux FluxOr; active compounds read low; 340,000 tested, 0.37% active;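 active = maximum activity change below -70%; inconclusive = maximum activity change between -70% and -50%; inactive = maximum activity change above -50%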
#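 U2OS cells were transduced with wild-type KCNH2 virus (2.03 x 10^8 / mL) for 4 h at room temperature, then cultured overnight at 37 C. Thallium flux was read with FluxOr dye. Rate constants were normalized to DMSO controls.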
# PKM2 activator = increases activity of human pyruvate kinase M2; P14618; purified PKM2, Kinase-Glo ATP luminescence, activation; response scale: 0% is enzyme alone, no compound; Potency, µM (doses to about 57.5 µM), inactives show at the highest dose activation, usual class: activators; 260,000 tested, 0.34% active; note: potency is the fitted concentration of half-maximal effect; nearly all actives have a fitted effect of over 55% in size
#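 ATP formation by purified human PK-M2, quantified via coupled luciferase luminescence after 1 h at room temperature with 0.1 mM ADP and 0.5 mM PEP final.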
# B2AR arrestin = beta2AR (human) beta-arrestin recruitment activity. beta-arrestin recruitment to beta2AR, cell-based reporter. P07550. 330,000 tested, 0.02% active. Potency, µM (top dose mostly 46.1 µM), for the others: at the top dose activation, usual class: activators;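 note: potency is the fitted concentration of half-maximal effect; 0% = DMSO controls and full agonism = EC100 isoproterenol or metaproterenol; nearly all actives have a fitted effect of over 65% in size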
# Target sequence (P07550 whole entry, looked up): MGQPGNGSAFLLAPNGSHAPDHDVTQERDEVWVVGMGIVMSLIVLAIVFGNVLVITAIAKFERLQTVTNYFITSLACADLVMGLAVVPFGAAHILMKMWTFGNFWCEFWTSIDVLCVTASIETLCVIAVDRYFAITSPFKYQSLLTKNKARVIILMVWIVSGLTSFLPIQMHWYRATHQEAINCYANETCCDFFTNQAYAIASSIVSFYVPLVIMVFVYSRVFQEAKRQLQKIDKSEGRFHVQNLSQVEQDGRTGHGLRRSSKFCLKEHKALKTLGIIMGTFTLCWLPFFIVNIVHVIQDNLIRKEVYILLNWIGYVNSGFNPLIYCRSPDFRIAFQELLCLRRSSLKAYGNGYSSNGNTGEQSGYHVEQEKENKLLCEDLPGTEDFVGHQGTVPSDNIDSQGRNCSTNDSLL
# * marks the source's active call; other numbers are inactive results; ? = inconclusive; . = no result given; [ ] = remark or other dose. Unless noted, calls come from the whole dose curve; as a rule, active = well fitted curve in the direction sought with a large enough effect; inconclusive = small, poorly fitted or top-dose-only effect, or another doubt; inactive = no such curve, though single readings can be large; an effect the other way counts as inactive or inconclusive. Unless noted, % is set by controls: 0 for no effect and ±100 for the full control effect. Rows were taken by chance. About 2.4% of those tested had a hit in this group.
# Each structure is followed by: GALK inh, USP2a inh, Giardia killer, Eya2 phos inh, Chronic BCR inh, PKM2 activator, Coupling enz, B2AR arrestin, uPA surface inh, hERG WT inh, KCNH2 3.1 block
[1] CN1CCCN(C(=O)c2cc(-c3ccc(Cl)c(Cl)c3Cl)nc3ccccc23)CC1
→ 11%, -1%, 2, 3%, ?, -9%, -6, 0.0%, -5%, ., 13
[2] Cc1ccc(NC(=S)NCc2ccc3[nH]c4c(c3c2)CCCC4)cc1
→ ., -7%, ?, -9%, ?, -4%, -7, 2.7%, 0%, 17, -26
[3] O=C1/C(=C/c2cccnc2)SC(=S)N1CC1CCCO1 (configuration not stated)
→ 10%, -1%, -2, 11%, 3%, -3%, 4, 0.2%, -13%, 0, 7
[4] COc1ccc(N(CC(=O)NC2CCCC2)C(=O)c2csnn2)cc1
→ -1%, -1%, 1, -14%, 4%, -6%, 2, -0.2%, -3%, -10, 7
[5] CC1CCN(c2ccc3nnc(CCC(=O)Nc4ccc(F)c(F)c4)n3n2)CC1
→ 1%, 0%, -3, -2%, -6%, ., 1, -0.1%, 11%, -4, -42
[6] CCOc1ccc(NC(=O)NCc2cccnc2)cc1
→ 8%, 2%, -9, -7%, ?, 0%, 5, -0.2%, 14%, -4, ?
[7] O=S1(=O)C=C(SCc2ccccc2)Nc2ccccc21
→ -5%, 4%, -3, 6%, 6%, -1%, 1, 0.1%, 0%, -3, -4
[8] CC(C)c1onc(C(=O)N2CCC(C(N)=O)CC2)c1[N+](=O)[O-]
→ -2%, -1%, 23, 1%, 0%, 0%, 2, -0.8%, -16%, 3, -4
[9] CCC[C@@H](O)c1cc2cc(OC)c(OC)cc2c(=O)o1
→ ., 0%, 4, -21%, ?, ., ., 0.2%, 6%, 9, 14
[10] CC(Cc1ccco1)NC(=O)c1ccc(C(F)(F)F)cc1 (configuration not stated)
→ 1%, 0%, ?, 1%, 18%, 0%, 1, 0.3%, -2%, 11, -4

# Ordered by molar mass (falling): part of the list above.
# Each structure is followed by: GALK inh, USP2a inh, Giardia killer, Eya2 phos inh, Chronic BCR inh, PKM2 activator, Coupling enz, B2AR arrestin, uPA surface inh, hERG WT inh, KCNH2 3.1 block
[1] CN1CCCN(C(=O)c2cc(-c3ccc(Cl)c(Cl)c3Cl)nc3ccccc23)CC1
→ 11%, -1%, 2, 3%, ?, -9%, -6, 0.0%, -5%, ., 13
[4] COc1ccc(N(CC(=O)NC2CCCC2)C(=O)c2csnn2)cc1
→ -1%, -1%, 1, -14%, 4%, -6%, 2, -0.2%, -3%, -10, 7
[8] CC(C)c1onc(C(=O)N2CCC(C(N)=O)CC2)c1[N+](=O)[O-]
→ -2%, -1%, 23, 1%, 0%, 0%, 2, -0.8%, -16%, 3, -4
[3] O=C1/C(=C/c2cccnc2)SC(=S)N1CC1CCCO1 (configuration not stated)
→ 10%, -1%, -2, 11%, 3%, -3%, 4, 0.2%, -13%, 0, 7
[7] O=S1(=O)C=C(SCc2ccccc2)Nc2ccccc21
→ -5%, 4%, -3, 6%, 6%, -1%, 1, 0.1%, 0%, -3, -4
[10] CC(Cc1ccco1)NC(=O)c1ccc(C(F)(F)F)cc1 (configuration not stated)
→ 1%, 0%, ?, 1%, 18%, 0%, 1, 0.3%, -2%, 11, -4

# (list continues)
# Each structure is followed by: GALK inh, USP2a inh, Giardia killer, Eya2 phos inh, Chronic BCR inh, PKM2 activator, Coupling enz, B2AR arrestin, uPA surface inh, hERG WT inh, KCNH2 3.1 block
[11] CC1CCCN(c2ncnc3c2cnn3-c2ccccc2)C1 (configuration not stated)
→ 3%, -2%, ?, -6%, ?, -19%, -5, -0.6%, ?, 3, -2
[12] COc1ccc(NC(=O)Nc2c(C)noc2-c2ccccc2)cc1
→ ., 2%, -7, -11%, ?, 3%, 1, 2.7%, -23%, -1, -19
[13] COc1ccc(-n2ncc3c2CC(C)(C)CC3NC(=O)Cc2nonc2C)cc1 (configuration not stated)
→ -4%, -9%, -28, -20%, -4%, ., ., 0.2%, 2%, -4, 2
[14] Cc1cc(NS(=O)(=O)c2ccc(Nc3nc(-c4ccc(O)cc4)cs3)cc2)no1
→ -1%, 4%, -12, 9%, 1%, 18%, 10, 0.0%, -2%, -16, -26
[15] COc1ccc(C2SCC(=O)N2c2ccccc2)cc1 (configuration not stated)
→ 3%, 2%, 11, 3%, 2%, ., -1, -0.7%, 8%, ., -5
[16] CC1CCCCN1c1nc2nonc2nc1N1CCCCC1C (configuration not stated)
→ 0%, -1%, 4, -10%, -1%, 12%, 3, -0.2%, -1%, 1, -7
[17] CCCCNC(=O)c1ccc(CS(=O)(=O)c2ccc(OC)cc2)o1
→ 1%, -3%, -4, 2%, -2%, -5%, -2, -0.3%, 14%, -7, -1
[18] Cc1ccc(N2CC(C(=O)OCc3nnc(-c4ccccc4)o3)CC2=O)cc1 (configuration not stated)
→ ., -1%, -27, 10%, ?, ., ., -0.1%, -2%, 6, 2
[19] COC(=O)c1cc(=O)n(C2CC2)c(=NC2CC2)s1
→ -4%, 1%, -7, -11%, ?, 2%, -1, -0.7%, ., -16, -4
[20] O=C(O)c1ccc(/C=C2\SC(=S)N(NC(=O)c3ccccc3)C2=O)cc1
→ -2%, 3%, 26, -4%, 4%, ., 6, -0.1%, 2%, 0, 1
[21] Cc1cc(C)n(CC(=O)n2c3ccccc3c3ccccc32)n1
→ 1%, 0%, -10, 27%, 0%, -1%, -4, 0.4%, 6%, 1, -23
[22] CS(=O)(=O)Nc1cccc(C2=NN(S(=O)(=O)c3ccccc3)C(c3cccs3)C2)c1 (configuration not stated)
→ 0%, 2%, 18, 15%, -8%, ?, 6, -0.8%, 7%, 10, 5
[23] CC1CCCCN1S(=O)(=O)c1ccccc1[N+](=O)[O-] (configuration not stated)
→ -1%, -1%, -1, -3%, ?, -5%, 2, -3.4%, 0%, -2, -6
[24] CCOC(=O)/C(C#N)=C/Nc1cc(F)ccc1C
→ 15%, 1%, 25, -1%, 6%, -6%, 2, -0.3%, -57%, 9, 5
[25] COc1ccc(NC(=O)Nc2ccc(OC)c(OC)c2)c([N+](=O)[O-])c1
→ -1%, 2%, 3, 7%, 2%, -8%, 2, -0.7%, 21%, 4, 11
[26] O=C(O)CCn1cc(/C=C2\SC(=S)NC2=O)c(-c2ccccc2)n1
→ 2%, 1%, 10, 21%, 7%, -5%, 9, 0.3%, 2%, -5, -5
[27] CCCCSc1nnc([C@@H]2CCCN2C(=O)OC(C)(C)C)o1
→ 3%, 0%, 11, 12%, 0%, -16%, 5, -0.6%, 10%, -3, -2
[28] O=C(O)CCC(=O)Nc1ccc(OCC(=O)O)cc1
→ 0%, 1%, 32[activator], -13%, 4%, -3%, 1, 0.1%, -2%, -2, 7
[29] COc1ccc(CCN=C(N)NS(=O)(=O)c2ccc(C)cc2)cc1
→ 0%, 1%, 13, -4%, 1%, 3%, 4, 4.6%, -3%, 3, -11
[30] O=C(CCc1nc2ccccc2[nH]1)Nc1ccccc1
→ 0%, -2%, -15, -28%, ?, -3%, 4, -0.3%, 11%, -1, -3
[31] C=CCOc1ccc(C(=O)CC)cc1OC
→ 0%, 6%, -3, -1%, ?, -3%, -1, -0.8%, -6%, -8, 2
[32] CCOC(=O)c1c(C)[nH]c(C(=O)NCCc2ccc(OC)c(OC)c2)c1C
→ -6%, 6%, 5, 5%, 3%, -1%, 0, -0.6%, 1%, -3, -3
[33] O=C(Cn1c(-c2ccccc2)noc1=O)Nc1ccc(N2CCCCCC2)cc1
→ 4%, -1%, 8, 2%, -9%, 1%, -6, -0.7%, ., -12, 8
[34] O=C1c2ccccc2NC2CCCCC12 (configuration not stated)
→ -2%, 3%, -7, 3%, -1%, -9%, 0, 0.0%, -7%, 1, 6

# Filtered by structure: those above with an NH in an aromatic ring
# Each structure is followed by: GALK inh, USP2a inh, Giardia killer, Eya2 phos inh, Chronic BCR inh, PKM2 activator, Coupling enz, B2AR arrestin, uPA surface inh, hERG WT inh, KCNH2 3.1 block
[2] Cc1ccc(NC(=S)NCc2ccc3[nH]c4c(c3c2)CCCC4)cc1
→ ., -7%, ?, -9%, ?, -4%, -7, 2.7%, 0%, 17, -26
[30] O=C(CCc1nc2ccccc2[nH]1)Nc1ccccc1
→ 0%, -2%, -15, -28%, ?, -3%, 4, -0.3%, 11%, -1, -3
[32] CCOC(=O)c1c(C)[nH]c(C(=O)NCCc2ccc(OC)c(OC)c2)c1C
→ -6%, 6%, 5, 5%, 3%, -1%, 0, -0.6%, 1%, -3, -3
